Screening results from PubChem BioAssay.
mcGAS RapidFire – inhibitors of Mus musculus cyclic GMP-AMP synthase, initial high-throughput assay, cell-free, RapidFire MS; 130,000 tested, 0.18% active; inhibition, % at 12.5 µM; recombinant mouse cGAS, cGAMP by RapidFire MS;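 active = inhibition of cGAS enzyme activity at or above 60%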;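 note: enzyme stimulated by 45 bp dsDNA with ATP and GTP substrates; cGAMP share of summed cGAMP plus half ATP and half GTP signals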
Target sequence (Q8C6L5 whole entry, looked up): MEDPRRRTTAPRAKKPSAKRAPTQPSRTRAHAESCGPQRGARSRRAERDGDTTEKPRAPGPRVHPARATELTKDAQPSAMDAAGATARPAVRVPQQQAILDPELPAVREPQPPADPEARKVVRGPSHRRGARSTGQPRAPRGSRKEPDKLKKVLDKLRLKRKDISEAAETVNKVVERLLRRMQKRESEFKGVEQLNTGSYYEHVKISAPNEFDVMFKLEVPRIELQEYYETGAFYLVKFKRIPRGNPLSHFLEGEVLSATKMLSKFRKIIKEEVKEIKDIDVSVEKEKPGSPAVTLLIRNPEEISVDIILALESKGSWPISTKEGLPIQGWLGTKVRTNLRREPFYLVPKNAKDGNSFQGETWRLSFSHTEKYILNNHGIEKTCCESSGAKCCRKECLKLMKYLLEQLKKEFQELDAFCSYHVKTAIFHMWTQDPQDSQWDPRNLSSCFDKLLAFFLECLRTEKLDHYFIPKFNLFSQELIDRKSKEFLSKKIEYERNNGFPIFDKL
The depositor's hits bear a star; & = joins results of further samples. An excerpt, so the mix of outcomes need not match the whole.

SMILES	mcGAS RapidFire
COc1ccc(C2=Nc3ncnn3C(c3ccc(Cl)cc3)C2)cc1OC (centres undefined)	-4.3
CN(C)c1ccc(C(=O)NC2CCCN(Cc3ccc(Cl)cc3)C2)cc1 (centres undefined)	-7.8
COc1ccc2c(c1)CC(c1nc(Cc3ccc(F)cc3)no1)CO2 (centres undefined)	-15.5
COc1cccc(Oc2ccc(C(F)(F)F)cc2NC(C)=O)c1	-22.7
COCCc1nc2ccc(C(=O)NCc3scnc3-c3ccccc3)cc2o1	-2.7
CC(NC(=O)CSc1nnc(-c2ccc(Cl)cc2)o1)C1CC2CCC1C2 (centres undefined)	-4.1
COc1ccc(/C(C)=N\OCC(=O)N2CCOC(COCc3ccc(F)cc3Cl)C2)cc1 (centres undefined)	-4.5
O=C1NCCN1CCNc1nc(NCc2ccccc2)nc2ccsc12	5.5
COc1ccc(S(=O)(=O)NCC2CCCN(Cc3ccc(O)cc3)C2)cc1 (centres undefined)	-9.2
O=c1c2cnc3nc(-c4cccnc4)nn3c2ccn1C1CCCCCC1	-7.2
CN1C(=O)C(CC(=O)NCc2cnn(C)c2)(Cc2ccccc2)c2ccccc21 (centres undefined)	5.0
O=C(CCc1c[nH]c2ccccc12)NCCn1ncc2ccccc2c1=O	-17.0
CCn1c(-c2c(-c3ccccc3)ncn2Cc2cc(C)[nH]n2)nc2ccccc21	-5.2
COc1cccc(-c2cccc(NC(=O)C3CCN(C4CCOCC4)CC3)c2)c1	-1.8
CC1CN(Cn2nc3n(c2=S)CCCCC3)C(C)CO1 (centres undefined)	-0.5
CN(Cc1ccc(Cl)c(Cl)c1)C(=O)CCn1c(=O)oc2cc(S(N)(=O)=O)ccc21	-2.7
CCCS(=O)(=O)N[C@@H]1C[C@@H](C(=O)OC)N(C)C1	-9.2
CCOC(=O)c1nn(-c2ccccc2C)c(=O)cc1N1CCN(c2ccc(F)c(Cl)c2)CC1	-11.0
O=C(C=Cc1cccs1)N1CCN(S(=O)(=O)c2cccs2)CC1	-4.9
Cn1c(SCc2cc(Cl)c3c(c2)OCCO3)nnc1-c1ccco1	-0.7
COC(=O)[C@@H]1C[C@H](NS(=O)(=O)c2ccc(Cl)s2)CN1C	-12.2
CC(=O)c1cn(C2OC(CO)C3OC(C)(C)OC32)c(=O)n(C)c1=O (centres undefined)	-5.7
COCCN(CC1CCN(Cc2ccccc2OC)CC1)C(=O)C1CC=CCC1 (centres undefined)	-10.7
CC(C)(C)NC(=O)CN1CCN(C(=O)C2(C)Cc3ccccc3C(=O)O2)CC1 (centres undefined)	-0.6
Cc1cc(CC(O)(/C=C/c2ccccc2)c2ccccc2)on1 (centres undefined)	-14.4
O=C(NCCCn1nc(-c2ccncc2)ccc1=O)Nc1ccccc1C(F)(F)F	-2.8
Cc1ccc(Cc2nnc(Nc3ccccc3C)[nH]c2=O)cc1	-6.4
COc1ccc(OC)c2c1CN(c1cncc(Cl)n1)CC2O (centres undefined)	4.2
CC(C)(C)NC(=O)N1CCN(c2cc(N3CCCC3)ncn2)CC1	-5.1
COc1cccc(CNC(=O)CCC2CCCN(C(=O)C3=CC(=O)CC(C)(C)O3)C2)c1 (centres undefined)	-6.7&-5.1

Copied from the list.
Under mcGAS RapidFire, `O=C(NCCCn1nc(-c2ccncc2)ccc1=O)Nc1ccccc1C(F)(F)F` shows -2.8
Under mcGAS RapidFire, `CC(=O)c1cn(C2OC(CO)C3OC(C)(C)OC32)c(=O)n(C)c1=O` (centres undefined) shows -5.7
Under mcGAS RapidFire, `Cc1ccc(Cc2nnc(Nc3ccccc3C)[nH]c2=O)cc1` shows -6.4

(next part)
SMILES	mcGAS RapidFire
CN(Cc1cc2ccccc2o1)C(=O)Nc1ccc(C(N)=O)c(F)c1	2.7
Cc1ccc(NC(=O)C(=O)NCCC(c2ccccc2)c2ccccc2)c([N+](=O)[O-])c1	4.1
N#Cc1ccc(N2C(=O)C3C4C=CC(C4)C3C2=O)cc1 (centres undefined)	-3.8
Cc1ccccc1-n1c(SCCc2ccncc2)nnc1-c1cccnc1	-3.1
CCCC(=O)N1CCC1(C)C(=O)Nc1ccc(C)cc1 (centres undefined)	-6.6
CCOC(=O)CC1(C)OCCC(C)O1 (centres undefined)	-11.7
Cc1ccc(N2C(=O)c3ccccc3S2(=O)=O)cc1S(=O)(=O)N1CCCCC1	18.8
CC(C)N(C(=O)Cn1cnc2c(cnn2C2CCS(=O)(=O)C2)c1=O)c1ccccc1 (centres undefined)	-8.4
CCCN(C(=O)CSc1nc(C)nc2sc(C)c(C)c12)C1CCS(=O)(=O)C1 (centres undefined)	9.4
CC1CN(C(C)C(=O)NC(c2ccccc2)c2ccccc2)CCO1 (centres undefined)	-7.7
Cn1cnnc1SCC(=O)c1c(N)n(C2CC2)c(=O)[nH]c1=O	2.6
COc1cccc2c1C(=O)c1c(O)c3c(c(O)c1C2=O)C[C@@](O)(C(=O)CO)C[C@@H]3O[C@H]1C[C@H](N)[C@H](O)[C@H](C)O1	95.8*
CCc1c(C(=O)O)cnn1-c1ccccc1C	-2.3
CN(Cc1cc2n(n1)CCCNC2)Cc1cccc2cccnc12	7.3
N#C/C(=C\c1cc([N+](=O)[O-])ccc1Cl)c1nn(-c2ccccc2)c(N)c1C#N	0.9
O=C(Cc1ccc(Cl)cc1)N(Cc1cccnc1)c1nc2c(F)cc(F)cc2s1	-22.4
CN(C#N)c1nc(N2CCOCC2)nc(N2CCOCC2)n1	-6.6
O=S(=O)(Nc1ccccc1)c1cccs1	5.0
O=S(=O)(Cc1ccccc1)NCCNCc1ccco1	-1.5
Cc1ccc(S(=O)(=O)NCc2ccc3c(c2)cc(C)n3C)cc1	2.7
O=C(CCN1CCC(Oc2cccnc2)CC1)NCc1ccco1	-11.3
Cc1oc(C)c(C(=O)Nc2nc(-c3ccc(F)cc3)c(C)s2)c1Cl	-19.4
COc1ccc(-c2noc(COc3c(C)nc(C)nc3C)n2)cc1	-17.4
COC(=O)C(NC(=O)c1ccc2nc[nH]c2c1)c1cccc(C)c1 (centres undefined)	1.5
CCCSc1nc2c(c(=O)[nH]c(=O)n2C)n1CCC(C)C	-1.8
Cc1noc(C)c1Cn1c(C)c(C(=O)N(C)Cc2ccc(F)cc2)sc1=O	-4.6
CN=c1scc(C)n1N=Cc1ccc(O)cc1O	5.6
CCN(Cc1nc2ccccc2o1)Cc1c(F)cccc1F	-2.2
CN(C)c1ncc(CN2CCOC(CCc3ccccc3)C2)s1 (centres undefined)	-4.0
Cn1cnn(CNC(c2ccc(F)cc2)C(C)(C)C)c1=S (centres undefined)	-1.8
O=C(Nc1ccccc1)N1CCCNCC1	0.6
COc1ccc(CNC(=O)N2CCCCC2CCN2CCCC2=O)cc1 (centres undefined)	-17.4
CN(CC1CCOC1)c1ccc(C#N)cc1F (centres undefined)	-2.5
Cc1c(CCC(=O)N(C)C2CCc3ccccc32)c(=O)[nH]c2c1c(=O)[nH]n2C (centres undefined)	-0.9
Cc1cccn2cc(C(=O)NCCc3nncn3C(C)C)nc12	1.3
O=C(Cn1c2ccccc2c(=O)c2ccccc21)Nc1ccc2c(c1)OCCO2	-7.3
O=c1[nH]cc(F)c(=O)[nH]1	-3.5&0.8
O=C1NCCN(C(=O)CCC2CCCC2)C1CCO (centres undefined)	-3.0
COc1ccc(CCNC(=O)c2cn(C)nc2OC)cc1	-20.6
O=[N+]([O-])c1ccc(C=NNc2nc(-c3ccccc3)c3ccccc3n2)o1	-2.6
O=C(c1cc(COc2ccc3c(c2)CCCC3)on1)N1CCCN(c2ncccn2)CC1	-2.5
CCN(CC)CCNC(=O)c1cc(N2CCCCCC2)ccn1	-18.8
Cc1cnn(CC(=O)C(C#N)c2nc3cc(Cl)ccc3c(=O)[nH]2)c1 (centres undefined)	9.1
NCc1cc(-c2ccc3c(c2)OCCO3)on1	-17.2
Cc1[nH]c(=O)[nH]c(=O)c1CC(=O)NCCn1nc(-c2ccco2)ccc1=O	-3.6
CN(C(=O)CN1CCN(c2cc(-c3cccc([N+](=O)[O-])c3)ncn2)CC1)c1ccccc1	12.5
COc1ccc(CN2CCCCC2C(=O)Nc2ccc(-n3cnnn3)cc2)cc1F (centres undefined)	-4.1
Cc1cc(C(=O)N(C)CC(=O)Nc2ccccc2Br)no1	-8.5
CN(C)S(=O)(=O)CCNC(=O)c1cccc2nccnc12	-10.0
Cc1ccc(-c2nc(CN3CCc4[nH]ncc4C3)c(C)o2)s1	-21.8

Part of the list above in order of count of non-hydrogen atoms, largest number first.
SMILES	mcGAS RapidFire
CN(C(=O)CN1CCN(c2cc(-c3cccc([N+](=O)[O-])c3)ncn2)CC1)c1ccccc1	12.5
Cc1[nH]c(=O)[nH]c(=O)c1CC(=O)NCCn1nc(-c2ccco2)ccc1=O	-3.6
NCc1cc(-c2ccc3c(c2)OCCO3)on1	-17.2

Molecules from the list above that contain two or more sulfur atoms:
SMILES	mcGAS RapidFire
O=C(C=Cc1cccs1)N1CCN(S(=O)(=O)c2cccs2)CC1	-4.9
COC(=O)[C@@H]1C[C@H](NS(=O)(=O)c2ccc(Cl)s2)CN1C	-12.2
Cc1ccc(N2C(=O)c3ccccc3S2(=O)=O)cc1S(=O)(=O)N1CCCCC1	18.8
CCCN(C(=O)CSc1nc(C)nc2sc(C)c(C)c12)C1CCS(=O)(=O)C1 (centres undefined)	9.4
O=S(=O)(Nc1ccccc1)c1cccs1	5.0

Carrying on.
SMILES	mcGAS RapidFire
CC(C)CCN(CCC(C)C)C(=O)CSc1nnc(N)s1	0.8
CCCCOc1ccc(-c2nc(C=Nc3ccc(I)cc3C)c(O)o2)cc1	-5.2
Cc1ccc2nc(Nc3ccc(C(=O)Nc4cccc(Cl)c4)cc3)nc(-c3ccccc3)c2c1	-5.1
COc1ccccc1CC1(C)NC(=O)c2ccccc2N1 (centres undefined)	-4.5
CC(C)CCNC(=O)c1cc(S(=O)(=O)N(C)C)ccc1Br	-21.8
Cc1cc2c(c(-c3cccs3)c1)OC(CN)C2 (centres undefined)	11.4
CCOC(=O)N1CCN(C(=O)CSc2nc(=O)n3cccc(C)c3n2)CC1	-0.3
Cc1ccc2c(=O)cc(C(=O)N(Cc3ccccc3Cl)C3CCS(=O)(=O)C3)oc2c1 (centres undefined)	2.9
CCC12CN3CC(CC)(CN(C1)C3c1c(C)[nH]c3ccccc13)C2=O (centres undefined)	-42.5
CC(C)N(CCNC(=O)N1CCN(C2CC2)C(=O)C1)C1CC1	-5.7
COc1ccc(-c2n[nH]c(=S)n2-c2ccc(Cl)c(Cl)c2)cc1	17.6
N#Cc1ccc(S(=O)(=O)Oc2cccc(F)c2)cc1	-4.8
CCN(Cc1ccccc1NC(=O)NC(C)c1nc(C)no1)C(C)=O (centres undefined)	-5.9
CC(C)NC(=O)CN1CCN(C(=O)c2cc3cc(Br)ccc3[nH]2)CC1	18.0
COc1ccc(Nc2ncccc2C#N)cc1N1CCCC1=O	-7.2
Cc1nnc(-c2ccc(-c3cc(NCCO)nc4[nH]ccc34)cc2)o1	-8.8
Cc1nc(N)c(CC(Br)CBr)c(Cl)n1 (centres undefined)	-5.1
Oc1ccc(Br)cc1-c1ccn[nH]1	-9.4
NC(=O)C1CCN(C(=O)CCC(=O)c2cc(Cl)sc2Cl)C1 (centres undefined)	0.0
CC(=O)C12CC3CC(C1)CC(C(=O)O)(C3)C2	-6.3

Among those listed so far, these have a tert-butyl group.
SMILES	mcGAS RapidFire
CC(C)(C)NC(=O)CN1CCN(C(=O)C2(C)Cc3ccccc3C(=O)O2)CC1 (centres undefined)	-0.6
CC(C)(C)NC(=O)N1CCN(c2cc(N3CCCC3)ncn2)CC1	-5.1
Cn1cnn(CNC(c2ccc(F)cc2)C(C)(C)C)c1=S (centres undefined)	-1.8

The listing continues.
SMILES	mcGAS RapidFire
COc1ccc(NC(=O)c2ccc(F)cc2F)cc1N1CCCCC1=O	-15.6
O=C(Nc1cccs1)NC1CC(=O)N(Cc2cccc3ccccc23)C1 (centres undefined)	-8.1
CCOCCOC(=O)C1=C(C)NC2=C(C(=O)CCC2)C1c1cccc(Cl)c1Cl (centres undefined)	-13.0
CC(C(=O)Nc1sc2c(c1C#N)CCC2)N1CCNC(=O)C1 (centres undefined)	-6.8
COc1ccccc1-n1cc(C(=O)N2CC[C@@H](N3CCN(C)CC3)[C@H](O)C2)cn1	0.6
OCC1(CCCc2ccccc2)CCN(C2Cc3ccccc3C2)CC1	0.4
O=C(C(=O)N1CCCC(c2[nH]ncc2-c2ccc(F)cc2)C1)c1cccnc1 (centres undefined)	-31.8
O=C(CC1Sc2ccccc2NC1=O)NCCc1cccc2ccccc12 (centres undefined)	0.5
CC#CCN(Cc1ccco1)C(=O)c1cc(C)c(C)c(S(N)(=O)=O)c1	-8.7
CN(CCOc1ccc(Cl)cc1)c1nccnc1C#N	-2.3
CC1ON=C(c2ccc(CN3CCOCC3)cc2)N(Cc2cccc(C#N)c2)C1=O (centres undefined)	-12.9
CCN(CC)CCCC(C)Nc1nc(C)cc(Nc2ccc3nc(C)cc(N)c3c2)n1 (centres undefined)	-8.6
CC(c1cccnc1)N(C)C(=O)NCCc1ccn(-c2ccccc2)n1 (centres undefined)	-12.6
CCCCc1ccc2nc(NC(=O)OC)[nH]c2c1	-1.1
Cc1c(C(=O)N(C)Cc2ccc(F)cc2)sc(=O)n1Cc1cccc(C(F)(F)F)c1	-10.2
CCC(C(=O)Nc1ccc(C(=O)N(C)C)cc1)c1ccccc1 (centres undefined)	-6.2
CC=CC(=O)OCC1=C(C(=O)OCC)C(c2cccs2)NC(=O)N1 (centres undefined)	-8.3
Cn1cc(/C=C\C(=O)Nc2ccccc2C(C)(C)C)cn1	0.3
Cc1cc(C)c(-n2cccn2)c(CN2CCC(N3CCCC3=O)CC2)c1	-4.0
COCCNC(=O)CCC1CCN(C(=O)C#Cc2ccccc2)CC1	-11.2&0.3
Cc1cccc(N2CCN(Cn3ncn(-c4ccccc4)c3=S)CC2)c1C	-2.5
Cc1cc(CN2CC[C@@H](N3CCN(c4ccccc4F)CC3)[C@H](O)C2)oc1C	-4.6
CC(=O)Nc1ccc(SCCN2CCOCC2)nn1	7.2
CCn1cc(C(=O)NCC2CC23CCc2ccccc23)cn1 (centres undefined)	-13.8
CCOCc1cc(CN2CCCC(CNC(=O)c3ccco3)C2)ccc1OC (centres undefined)	-3.8
COc1ncccc1NC(=O)c1ccc(Cl)c(S(C)(=O)=O)c1	-4.0
